Source: PubChem (several laboratories)
Mdm2 ligase inh: MDM2-luciferase reporter signal enhancers, primary screen, MDM2 E3 ligase inhibitor project, cell-based, luminescence, 1536-well; E3 ubiquitin-protein ligase Mdm2 (Homo sapiens), Q00987; cell-based MDM2 ubiquitination luciferase reporter, 2 h; 0 = plate control, 100 = twice control, blank-subtracted; signal enhancement, % at 5 µM; 210,000 compounds, 0.11% hits;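 active = signal enhancement of 30% or more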;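 note: luminescence tracks abundance of the self-degrading MDM2-luciferase fusion protein; higher signal means inhibition of MDM2 E3 ligase activity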
Target sequence (Q00987 whole entry, looked up, the tested form may be a part): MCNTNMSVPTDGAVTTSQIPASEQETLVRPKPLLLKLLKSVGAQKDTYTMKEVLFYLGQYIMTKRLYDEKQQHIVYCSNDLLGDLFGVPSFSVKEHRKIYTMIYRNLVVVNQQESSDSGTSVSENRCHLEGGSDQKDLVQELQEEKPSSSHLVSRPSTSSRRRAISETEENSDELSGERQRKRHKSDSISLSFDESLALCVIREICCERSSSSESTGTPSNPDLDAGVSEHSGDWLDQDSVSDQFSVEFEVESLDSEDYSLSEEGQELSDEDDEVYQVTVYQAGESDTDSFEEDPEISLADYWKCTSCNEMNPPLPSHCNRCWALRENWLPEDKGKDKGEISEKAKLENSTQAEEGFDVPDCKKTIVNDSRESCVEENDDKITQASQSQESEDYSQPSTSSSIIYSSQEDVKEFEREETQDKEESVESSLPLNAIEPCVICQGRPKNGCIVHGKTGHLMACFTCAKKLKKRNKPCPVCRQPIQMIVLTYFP
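system = mammalian cells stably expressing self-ubiquitinating, self-degrading MDM2 E3–luciferase fusion | quantity = 2000 cells per well seeded | incubation = 4 h cell settling then 2 h compound exposure, 37 °C | signal = SteadyLite luminescence, 15 min reagent step | benchmarks = plate control and blank wells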
Runt-CBFb FRET: inhibitors of RUNX1 Runt–CBFb binding, primary screen, biochemical, FRET, Cerulean-Runt, Venus-CBFb, uHTS | Runt-related transcription factor 1 (Homo sapiens) + Core-binding factor subunit beta … | Cerulean-Runt/Venus-CBFb FRET ratio 530/480, 1 h | inhibition, % at 20 µM | 220,000 compounds, 0.46% hits;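 active = inhibition over about 50% at 20 µM in the single-dose screen, limit read from the data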;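 note: 0% = DMSO wells and 100% = excess unlabeled CBFb competitor control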
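Doses: 20 µM compound in 1% DMSO | Material: Cerulean-labeled Runt domain protein | Amount: Each fluorescent fusion protein 100 nM | Schedule: Two 1 h room-temperature incubations shielded from light | Measured by: FRET fluorescence | Evaluation: Loss of energy transfer signal | Controls: Unlabeled CBFb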
Hck-Nef inh: inhibitors of Nef-activated human Hck kinase, primary screen, biochemical, Z-Lyte FRET, 384-well, Hck-YEEI | Recombinant Hck-YEEI plus Nef, Z-Lyte FRET kinase assay | inhibition, % at 20 µM | 220,000 compounds, 0.68% hits | AID 463187, 2010;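 active = Hck-Nef kinase inhibition above about 50%, limit read from the data; inactive = inhibition below that limit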;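 note: 0% = DMSO with Hck plus Nef and 100% = Hck alone without Nef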
TbHK1 inh: Trypanosoma brucei hexokinase 1 inhibitors, primary screen, biochemical, G6PDH-coupled NADH absorbance, MLSCN library; recombinant TbHK1, G6PDH-coupled NADH A340; inhibition, % at 10 µM; 220,000 compounds, 0.11% hits; AID 1430, 2008;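 active = inhibition of 50% or more in the single-dose primary screen; inactive = inhibition below 50%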
EBV gp42 block: Epstein-Barr virus gp42 inhibitors, primary screen, biochemical, uHTS, fluorescence polarization | inhibition, % (tested at 21.74 µM) | Glycoprotein 42 (Epstein-Barr virus (strain AG876)), Q1HVG2 | Fluorescence polarization binding assay, mP read-out | AID 1085, 2008 | 220,000 compounds, 0.42% hits; in the data active = inhibition above about 50%
Runt-SMMHC FRET: inhibitors of RUNX1 Runt–CBFb-SMMHC binding, primary screen, biochemical, FRET, Cerulean-Runt, Venus-CBFb-SMMHC, uHTS | Runt-related transcription factor 1 (Homo sapiens) + Core-binding factor subunit beta … | Cerulean-Runt/Venus-CBFb-SMMHC FRET ratio 530/480, 1 h | inhibition, % at 20 µM | 220,000 compounds, 0.74% hits | AID 1434, 2008;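 active = mean inhibition across duplicate retests at 20 µM reaching about 50%, limit read from the data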;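 note: 0% = DMSO wells and 100% = wells with excess untagged CBFb-SMMHC; inhibitors lower the FRET ratio by blocking Runt binding to CBFb-SMMHC; some results filed as inactive read as strong as hits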
14-3-3 Bad inh: inhibitors of 14-3-3 zeta/Bad binding, primary screen, biochemical, TR-FRET, bovine 14-3-3 zeta | 14-3-3 protein zeta/delta (Bos taurus), P63103 | TR-FRET 14-3-3zeta/Dy647-pBad peptide displacement, 1 h | inhibition, % at 21.7 µM | 220,000 compounds, 0.71% hits;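 active = inhibition above about 70%, limit read from the data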;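 note: 0% = full 14-3-3 plus peptide FRET controls and 100% = background without 14-3-3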
L929 necroptosis: inhibitors of zVAD-triggered necroptosis, primary screen, L929 cells | viability rescue, % at 10 µM | 220,000 compounds, 0.38% hits | L929 zVAD necroptosis rescue, ATP luminescence, 24 h; with zVAD 60 µM;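 active = activation, scaled between plate controls, above about 75%, limit read from the data; inactive = activation under that limit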;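 note: 0% = zVAD with DMSO and 100% = DMSO alone without zVAD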
NCF1 inh: p47phox/p22phox peptide binding inhibitors, primary screen, biochemical, uHTS, NADPH oxidase regulatory subunit; Neutrophil cytosol factor 1 (Homo sapiens), P14598; fluorescence polarization, 2 h; inhibition, % at 24.7 µM; 220,000 compounds, 0.53% hits; AID 1274, 2008;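 active = inhibition above about 30%, limit read from the data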;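 note: 0% = p47phox with labelled peptide and 100% = labelled peptide alone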
Target sequence (P14598 whole entry, looked up): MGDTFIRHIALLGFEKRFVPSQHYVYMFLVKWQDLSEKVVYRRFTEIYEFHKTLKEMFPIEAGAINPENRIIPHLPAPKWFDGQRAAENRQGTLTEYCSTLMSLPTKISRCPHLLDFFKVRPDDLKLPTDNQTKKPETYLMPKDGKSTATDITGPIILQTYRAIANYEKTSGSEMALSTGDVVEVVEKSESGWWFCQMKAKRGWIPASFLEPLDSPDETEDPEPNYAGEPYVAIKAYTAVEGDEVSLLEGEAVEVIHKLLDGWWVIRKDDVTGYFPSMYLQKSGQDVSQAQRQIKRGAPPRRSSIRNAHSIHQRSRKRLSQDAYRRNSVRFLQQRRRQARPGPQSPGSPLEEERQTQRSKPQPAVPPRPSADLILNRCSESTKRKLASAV
Active calls of the source: *; · = no result given; [ ] = another dose, or the depositor's remark. Hits appear at their usual frequency; overall some 3.2% were active at least once.

Order of results: Mdm2 ligase inh, Runt-CBFb FRET, Hck-Nef inh, TbHK1 inh, EBV gp42 block, Runt-SMMHC FRET, 14-3-3 Bad inh, L929 necroptosis, NCF1 inh
> Cn1c(SCC(=O)NCc2ccco2)nnc1-c1ccc(S(=O)(=O)N2CCOCC2)cc1
    -11, 0, 3, 3, -14, 2, -6, 0.5, 5
> CC(=O)C1C(c2ccc(Br)cc2)C2C(C)=NN=C2CC1(C)O (configuration not stated)
    -2, 2, 0, 1, 3, 3, -4, 0.0, -2
> CC(=O)Nc1ccc(S(=O)(=O)N2CCN(C)CC2)cc1
    -36, 1, -1, 3, -5, 2, -1, -0.3, -4
> NC(=O)[C@@H]1CCCNc2c(F)cc([N+](=O)[O-])cc2C(=O)N[C@@H](CO)C(=O)NCC(=O)N1
    ·, 0, -1, -16, 0, 0, 3[fluorescence artefact?], 2.8, -6
> COc1cc(CCC(=O)Nc2ccc(Br)c(C(F)(F)F)c2)cc(OC)c1OC
    ·, -2, 1, -7, -10, 4, -6, 1.7, -14
> Cc1ccc(CCNC(=O)C2CCC(=O)N2C2CCCC2)cc1 (configuration not stated)
    -7, -1, 5, -7, -14, 0, -10, 0.4, -3
> Cc1ccc(S(=O)(=O)N(Cc2nccn2C)C(C)C)cc1
    -10, -3, 0, 2, -6, -16, 23[fluorescence artefact?], 0.0, -6
> N=c1n(CC(=O)c2cccs2)c2ccccc2n1Cc1ccccc1
    -14, -4, 12, 0, -5, -6, -3, 0.1, -26
> N#CCC(=O)Nc1nc(-c2ccc3c(c2)OCCO3)cs1
    -21, 0, 4, 2, -2, -1, -16, 2.8, -12
> Cc1cccc(Nc2ncnc3c2cnn3Cc2ccccc2)c1
    -11, -2, 18, -2, 7, -3, 19, 4.2, -6
> O=C(COc1ccccc1)Nc1nc(-c2ccc(S(=O)(=O)N3CCOCC3)cc2)cs1
    -11, 0, 0, -1, -12, 4, -11, -0.3, -37
> c1ccc(Oc2ccc(-n3cnnn3)cc2)cc1
    -10, 0, 0, 3, -1, -2, 5, 0.2, -3
> Cc1cc(C)c2c(N=CN(C)C)c(C(=O)N3CCN(c4ncccn4)CC3)sc2n1
    -1, -2, 2, -10, -4, 1, -10, 0.0, 1
> Cc1ccc(Sc2cnc3ccccc3n2)cc1
    -10, 0, 4, -3, -9, -2, -20[fluorescence artefact?], 1.7, -14
> Cc1cc(C(=O)N/N=C/c2ccc([N+](=O)[O-])cc2)c2ccccc2n1
    -7, -2, -6, -6, -10, 1, 0, 0.1, -7
> CSCCC(NC(=O)C1CCC(C)CC1)C(=O)NCCN1CCC(C)CC1 (configuration not stated)
    -8, -1, 0, -1, -10, 0, -13, -1.0, -7
> O=S(=O)(N1CCOCC1)N1CCCN(S(=O)(=O)N2CCOCC2)CC1
    -4, 1, 5, 2, -2, -1, 11, 0.6, 1
> O=C1N(c2cccc(Cl)c2)C(c2ccccc2)N2CCCN12 (configuration not stated)
    -1, 0, 2, 2, -21, -3, -11[fluorescence artefact?], 0.2, -18
> COC(=O)c1ccc(N2CCC(c3cc(-c4ccc(OC)cc4)n[nH]3)CC2)c([N+](=O)[O-])c1
    -6, -2, 0, -9, -4, 4, -10, 1.1, -17
> Cc1cc2c(c(=O)n1C)C(Cc1ccccc1)C(C#N)=C(N)O2 (configuration not stated)
    -12, 123*, 2, -5, -4, 146*, -1, 0.1, -25
> COCCC(=O)N1CCc2c([nH]c3ccccc23)C1C(C)(C)C (configuration not stated)
    9, 1, 15, 8, -3, 0, 5, 0.4, 1
> CC(C)c1nc(SCc2c(F)cccc2Cl)c2c(=O)n(C)c(=O)n(C)c2n1
    -20, -2, 1, 2, 7, 1, 2, -0.6, -6
> COc1ccc(CNC(=O)C(c2ccc(C)o2)N(C(=O)c2csnn2)c2ccc(C(C)C)cc2)cc1 (configuration not stated)
    -15, 0, -2, 4, -10, 1, -6, -0.5, -18
> COc1ccccc1NC(=O)CN1CCC(c2nc3ccccc3[nH]2)CC1
    -1, 1, 18, -2, -8, 4, -5, 35, -9
> Cc1ccccc1N(CC(=O)Nc1ccccc1C(=O)O)S(C)(=O)=O
    -22, -3, 2, 4, -5, -3, 6, 0.3, -12
> COc1ccccc1NC(=S)N(Cc1ccc(C)cc1)Cc1cccnc1
    -12, -1, 7, 2, -5, 2, -6, -0.4, -4
> Cc1ccc(-c2nnc(N3CCCCC3)c3ccccc23)cc1S(=O)(=O)NCC1CCCO1 (configuration not stated)
    -9, -3, 0, -20, -8, -3, -8, -0.4, 0
> COC(=O)C(C)N(C(=O)c1cccc2ccccc12)c1c(C)cccc1C (configuration not stated)
    -9, 1, -18, 38, -6, -1, -4, 0.2, -17
> O=C(CSc1nc(O)cc(=O)n1-c1ccccc1)N1CCCCC1
    -4, 1, 1, 5, -8, 1, 10, -0.1, -26
> O=c1[nH]c(=O)n(-c2ccccc2)c2c1C(C(F)(F)F)(C(F)(F)F)N=C(CCC1CCCCC1)N2
    3, -2, 4, -3, -16, -18, -1[fluorescence artefact?], 0.6, -10
> Cc1occc1C(=O)Nc1cccc(Cn2cccn2)c1
    -14, 0, 5, -7, -3, 1, -3, 0.8, -11
> COc1ccccc1C(=O)Nc1cccc(N(C)S(C)(=O)=O)c1
    0, -1, 0, -2, -8, 2, 3, 0.3, -9
> Cc1cc(N2CCN(C)CC2)nc2ccc(NC(=S)N3CCN(c4ccccn4)CC3)cc12
    -10, 0, -9, -8, -2, 3, 5, 5.5, 1
> C/C(=N\NC(=O)CNC(=O)C(c1ccccc1)c1ccccc1)c1ccc(C(C)(C)C)cc1
    -3, -1, 0, -11, -6, 0, -7, 1.4, 6
> Cc1cc(C)c(NC(=O)COC(=O)c2cccc3c2C(=O)c2ccccc2C3=O)c(C)c1
    -9, -2, 1, -10, -10, 0, -7[fluorescence artefact?], 2.5, -13
> Cc1cc(NS(=O)(=O)c2ccc(NC(=O)c3cnc4sccn4c3=O)cc2)nc(C)n1
    -5, 1, 9, -64, -17, -3, 20, 1.3, -12
> CCCC(O)(CCC)C(=O)NN1CCCCC1
    -18, 3, 5, -1, -5, 2, 5, -0.1, -7
> CC/C(=N/NC(=O)CNc1ccc(Cl)cc1C)c1ccccc1
    -11, -1, 24, -4, -4, 2, -7, 8.4, 3
> CC1=C(C(=O)Nc2ccc(F)c(F)c2)C(c2cccs2)NC(=S)N1 (configuration not stated)
    12, -2, 1, -5, -9, 0, -6, 1.5, -4
> CCOc1ccccc1/C=N/OCC(=O)NCc1ccc(F)cc1
    4, 0, 3, -7, -7, -2, -2, 0.4, -8
> CC(C)CC(COCc1ccc(Cl)cc1)N1CCN(C(=O)c2ccc(C(F)(F)F)cc2)CCC1=O (configuration not stated)
    ·, -12, 0, 12, -7, -6, 4, 1.8, -1
> COCCN1Cc2cccc(C(=O)Nc3ccc(S(=O)(=O)N4CCCCCC4)cc3)c2C1=O
    -25, -1, 7, -16, -4, -6, 4, 1.3, -2
> COC(=O)c1ccc(C)c(NS(=O)(=O)c2ccc3c(c2)OCCO3)c1
    -16, 0, 0, -5, 2, 0, -10, -0.2, -13
> CC(=O)c1c(-c2ccccc2)c2cc(Cl)ccc2[nH]c1=O
    -6, 2, 10, -6, 1, -2, -3, -1.6, -1
> COc1cnc(-c2ccccc2)nc1Sc1ccccc1
    -8, -2, 26, -5, -8, 20, -11, 2.8, -10
> CCCc1nc2ccccc2c(C(=O)OCC(=O)N2CCc3ccccc32)c1CC
    -91, -1, -1, -1, -10, -2, -5, -1.1, -44
> CC(=O)N1N=C(c2cccc([N+](=O)[O-])c2)OC1c1cccc(Br)c1 (configuration not stated)
    6, 0, -4, 2, 6, -1, -12, -0.8, -7
> Cc1c(NC(=O)COC(=O)C23CC4CC(CC(Br)(C4)C2)C3)c(=O)n(-c2ccccc2)n1C
    -6, 0, 21, 0, 0, -2, 2, 0.6, -5
> CSC1=NCCN1S(=O)(=O)c1ccc2ccccc2c1
    -8, 0, 1, 3, -5, -2, 5, 3.4, -8
> Cc1cc(C(=O)Nc2cccc(C(=O)O)c2)c(C)o1
    -2, 1, 1, -6, -21, -3, 4[fluorescence artefact?], 0.5, -4
> O=C(c1ccccc1F)N(Cc1cccnc1)Cc1cc2cc3c(cc2[nH]c1=O)OCCO3
    -8, 0, 28, -17, -9, -7, 7, 18, -15
> Cc1ccc(Nc2cc(C)nc3c(C)ccc([N+](=O)[O-])c23)cc1
    -6, 0, 1, 23, -16, 4, -22[fluorescence artefact?], -0.2, -5
> O=C(C1CCC1)N1CCC(c2nc3c(nnn3Cc3c(F)cccc3Cl)c(=O)[nH]2)CC1
    2, -3, 0, 2, 8, 0, 10, -0.2, -7
> O=[N+]([O-])c1ccccc1/C=C/C=N/n1c(-c2ccccc2)n[nH]c1=S
    -27, 12, -6, -4, 1, 12, 7, ·, 7
> COc1cccc(CNC(=O)CSc2ccc(-c3cccs3)nn2)c1
    -14, 1, 25, -7, -5, 0, -5, -0.2, -7
> C=CCn1c(N)c(C(=O)Nc2ccccc2)c2nc3ccccc3nc21
    -5, 4, 3, -13, -7, 5, ·, 4.2, -15
